Source: PubChem (Broad Institute)
RAD52 inh: RAD52 DNA annealing inhibitors, primary screen, biochemical, FRET, single point, set 2; recombinant RAD52 DNA annealing, FRET fluorescence; DNA repair protein RAD52 homolog (Homo sapiens), P43351; inhibition, % at 18.7 µM; AID 651710, 2012; hit rate 0.46% among 360,000;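 active = every replicate showing at least 50% inhibition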
Target sequence (P43351 whole entry, looked up): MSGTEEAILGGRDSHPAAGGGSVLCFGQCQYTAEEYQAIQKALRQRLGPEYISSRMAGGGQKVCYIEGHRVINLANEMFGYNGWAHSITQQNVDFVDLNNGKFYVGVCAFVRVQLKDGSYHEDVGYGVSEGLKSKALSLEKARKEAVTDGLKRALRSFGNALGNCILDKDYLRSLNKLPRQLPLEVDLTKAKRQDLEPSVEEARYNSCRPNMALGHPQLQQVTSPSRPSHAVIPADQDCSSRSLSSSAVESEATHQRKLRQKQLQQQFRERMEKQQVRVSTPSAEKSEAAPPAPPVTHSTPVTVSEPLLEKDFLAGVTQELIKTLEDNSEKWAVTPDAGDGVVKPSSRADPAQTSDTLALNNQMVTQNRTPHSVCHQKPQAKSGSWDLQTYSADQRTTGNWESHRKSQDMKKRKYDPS
Cneo AK release: Cryptococcus neoformans cell lysis inducers, primary screen, AK release luminescence, single concentration; lysis activity, % at 15 µM; hit rate 0.2% among 360,000; AID 651654, 2012; C. neoformans lysis, adenylate kinase release luminescence, 4 h; normalised: neutral wells 0, clomiphene wells 100;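 active = mean lysis activity across replicates of at least 80%, whatever share of replicates individually reach that level; inactive = mean lysis activity below 80%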
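Material: C. neoformans cells | Amount: Yeast cell density of 5 × 10^6 cells/mL | Medium: Fresh YPD growth medium | Dosing: Single dose | Times: Static 4 h at 37 °C with compound, 1 h detection | Detection: AK luminescence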
PglD DTNB: C. jejuni PglD acetyltransferase inhibitors, primary screen, biochemical, DTNB colorimetric, single point; inhibition, % at 12.5 µM; purified PglD enzyme, DTNB colorimetric CoA detection; hit rate 0.098% among 360,000; in the data active = inhibition above about 16%, passing the limit was not always enough; note: strong numbers were not always called active
miR-122 sensor: miR-122 Renilla sensor signal increase in Huh7, primary screen, miR-122 inhibitor project, cell-based, single point, plate reader; Huh7 miR-122 Renilla luciferase sensor, 48 h; neutral wells = 0, positive control = 100; activation (reporter increase), % at 12.5 µM; hit rate 0.3% among 340,000; AID 602342, 2012;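 active = mean replicate activation score at least 90 and every replicate individually at or above 90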;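 note: higher luciferase means less miR-122 activity so hits act as miR-122 inhibitors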
RAD54 inh: inhibitors of human RAD54 branch migration, primary screen, biochemical, fluorescence, single point; RAD54 Holliday junction branch migration, FAM/BHQ fluorescence; inhibition, % at 10.4 µM; hit rate 0.14% among 360,000;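 active = mean normalized replicate activity at least 40 and at least half of replicates scoring 40 or more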;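 note: 0% = median of neutral control wells and 100% = median of positive control wells; inhibitors cause a drop in the FAM fluorescence signal; in these data hits start at about 50%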
E-sel inducer: E-selectin induction in HUVECs, primary screen, imaging, HUVEC, immunofluorescence imaging, single point. hit rate 0.37% among 260,000. activation, % at 7.58 µM. P16581. normalized: neutral wells 0, TNF-alpha wells 100;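 active = mean E-selectin-positive cell signal at least 10% of the positive control, reached in at least 60% of replicates, without over 20% cell loss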;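 note: in these data hits start at about 27%; measured in HUVEC primary endothelial cells; signal is the percent of cells scored E-selectin positive by PE staining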
Target sequence (P16581 whole entry, looked up): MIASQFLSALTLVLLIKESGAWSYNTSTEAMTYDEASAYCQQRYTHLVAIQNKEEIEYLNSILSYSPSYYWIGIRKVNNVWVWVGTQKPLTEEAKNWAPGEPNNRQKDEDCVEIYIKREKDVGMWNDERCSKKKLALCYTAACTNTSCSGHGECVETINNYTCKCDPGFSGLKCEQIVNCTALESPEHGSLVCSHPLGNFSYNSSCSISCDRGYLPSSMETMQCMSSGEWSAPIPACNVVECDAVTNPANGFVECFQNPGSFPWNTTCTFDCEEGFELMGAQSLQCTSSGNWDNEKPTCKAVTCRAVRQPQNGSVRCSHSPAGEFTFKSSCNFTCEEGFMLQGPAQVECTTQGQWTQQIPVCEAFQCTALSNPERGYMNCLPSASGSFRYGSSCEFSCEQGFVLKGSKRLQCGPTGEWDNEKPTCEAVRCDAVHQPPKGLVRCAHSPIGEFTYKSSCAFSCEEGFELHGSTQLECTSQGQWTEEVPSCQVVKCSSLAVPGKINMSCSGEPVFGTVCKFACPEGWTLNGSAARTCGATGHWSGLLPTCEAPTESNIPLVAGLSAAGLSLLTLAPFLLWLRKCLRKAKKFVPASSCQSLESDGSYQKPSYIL
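Assay system: HUVEC, human umbilical vein endothelial cells / Amount: 3,000 HUVEC/well / Controls: TNF-alpha positive control, DMSO neutral control / Compound dosing: single concentration / Medium: EGM-2 over gelatin coat / Evaluation: percent E-selectin-positive cells / Signal: immunofluorescence imaging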
ERAP1 HTS inh: human ERAP1 aminopeptidase inhibitors, primary screen, biochemical, single point, plate reader; inhibition, % at 10.7 µM; hit rate 0.15% among 340,000; Endoplasmic reticulum aminopeptidase 1 (Homo sapiens), Q9NZ08; recombinant ERAP1, Leu-AMC fluorescence, 60 min;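 active = mean replicate inhibition of at least 30%, or all replicates individually reaching that 30% level; inactive = mean below 30% and not every replicate reaching it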;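 note: 0% = neutral control wells and 100% = L-leucinethiol positive control wells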
PGC1a acetyl inh: inhibitors of PGC1a acetylation signal, primary screen, cell-based, U2OS, AlphaScreen, inhibitor mode. AlphaScreen anti-acetyl-lysine; with virally co-expressed GCN5 acetyltransferase. inhibition, % at 15.6 µM. hit rate 0.17% among 350,000. AID 651687, 2012;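 active = every replicate shows inhibition of at least 40%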;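 note: 0% = neutral control wells and 100% = positive control wells; some results beyond the cut were filed as inactive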
Numbers without * were called inactive; nt = no result given; [ ] = remark or other dose.

molecule	RAD54 inh	E-sel inducer	PglD DTNB	RAD52 inh	PGC1a acetyl inh	Cneo AK release	ERAP1 HTS inh	miR-122 sensor
COC(=O)CCC(NS(=O)(=O)OCC(Cl)(Cl)Cl)c1ccccc1 (stereo not given)	-3	-0.1	-2	-4	3	3	-1	-4
O=C(O)C1C2C=CC3(CN(C/C=C/c4ccccc4)C(=O)C13)O2 (stereo not given)	-12	nt	-2	-7	10	nt	4	-8
C[C@@H]1CN([C@@H](C)CO)C(=O)c2cc(C#CCc3ccccc3)cnc2O[C@H]1CN(C)C(=O)C1CCC1	-13	0.0	-1	14	7	-4	0	-10[16.7 µM]
CCN(CC)c1ccc(C2NC(=O)NC(C)=C2C(=O)Nc2ccccc2)cc1 (stereo not given)	11	nt	4	-32	nt	2	2	nt
Cc1ccc(CNC(=O)C2CCN(S(=O)(=O)c3ccc4c(c3)CC(C)N4C(=O)C3CC3)CC2)cc1 (stereo not given)	6	nt	3	-6	-11	12	-3	-3
CCOC(=O)[C@H]1[C@H]2COc3ccc(Br)cc3[C@H]2N2C(=O)CNC(=O)[C@@]12C	-6	-0.1	-1	-9	nt	2	5	-1
COc1cccc(NC(=O)CN(C)C(=O)c2ccccc2OCC(=O)Nc2cccc(C(F)(F)F)c2)c1	2	nt	-2	-9	nt	1	-5	nt
Cc1cc(C)n(CC(=O)N/N=C/c2ccccn2)n1	0	2.8	-1	nt	nt	8	nt	nt
COc1ccc(NC(=O)CC2Oc3ccccc3NC2=O)c(OC)c1 (stereo not given)	-7	-0.3	-5	-8	0	1	-2	-5
Cc1ccc(S(=O)(=O)NCCc2ccc(S(N)(=O)=O)cc2)cc1	-2	nt	2	nt	nt	-4	nt	12
COc1cc2c(cc1OC)-c1c(OC)c(OC)cc3ccnc(c13)C2=O	88*	-0.1	0	-114	nt	5	4	nt
CCCc1cc(=O)[nH]c(SCC(=O)N2CCN(c3ccccc3)CC2)n1	-6	nt	-3	10	-11	3	5	-5
O=C(NC(=S)N1CCN(c2ccccn2)CC1)c1ccccc1	-10	nt	7	nt	-5	3	nt	-2
Cn1ccnc1SCC(=O)Nc1ccccc1	-7	nt	-4	nt	-19	-1	nt	-2
CC(OC(=O)c1cc(S(=O)(=O)N2CCOCC2)ccc1F)C(=O)NCC1CCCCC1 (stereo not given)	-2	nt	-2	-12	nt	-1	-1	-4
C[C@H]1CN([C@@H](C)CO)C(=O)c2cccc(NS(=O)(=O)c3cn(C)cn3)c2O[C@@H]1CN(C)Cc1ccc(C(F)(F)F)cc1	7	-15	1	4	5	50	-2	47[16.7 µM]
COCCN1Cc2cccc(C(=O)NC(C)c3cccs3)c2C1=O (stereo not given)	-29	nt	nt	nt	-36	1	nt	2
Cc1ccc(C(=O)c2ncc[nH]2)cc1	0	-0.1	0	-3	-8	5	-3	-3
CCN1CCN(S(=O)(=O)Cc2ccccc2)CC1	-3	nt	-1	nt	12	3	nt	4
Cc1ccc(NC(=O)C(=O)NCC2CCN(C(=O)c3cccc([N+](=O)[O-])c3)CC2)cc1	nt	1.9	nt	-13	-2	nt	0	nt
COc1ccc(-c2ccc3oc(-c4ccc(OC)cc4)c(-c4ccc(OC)cc4)c3c2)cc1	-5	0.0	-4	-11	-3	-2	1	2
CCOC(=O)c1nn(-c2ccccc2C)c(=O)cc1OCC(=O)Nc1cccc(OC)c1	2	-0.3	-5	-6	0	0	2	nt
CCC(C)NC(=O)CNC(=O)c1nn(-c2ccc(OC)cc2OC)c(=O)c2ccccc12 (stereo not given)	17	0.1	7	-3	1	3	1	-3
CCOC(=O)C1CCN(C(=O)CCNS(=O)(=O)c2ccc3c(c2)CCN3C(=O)CC)CC1	-17	-0.1	2	-7	2	0	3	-5
O=C(Nc1cccc(C(F)(F)F)c1)n1cc(-c2ccccn2)c(N2CCOCC2)n1	nt	nt	nt	0	4	nt	7	-7
CCOc1ccccc1N(C)S(=O)(=O)c1ccc2c(c1)N(C(C)=O)CCO2	8	nt	3	-10	-3	-1	1	-5
Cc1cc(NC(=O)CN2C(=O)CCSc3ccccc32)no1	nt	4.2	nt	-26	-1	nt	4	nt
Cc1cc2c(cc1S(=O)(=O)N1CCCCC1)OCC(=O)N2	17	-0.1	0	-15	nt	-3	6	nt
CN(C)C(=O)N1CCCC(C(=O)NCc2ccc(F)cc2Cl)C1 (stereo not given)	-1	nt	-2	nt	-35	17	nt	-6
O=S(=O)(Cc1ccccc1)NCC[C@@H]1CC[C@@H](NS(=O)(=O)c2ccccc2)[C@@H](CO)O1	-6	0.7	2	-24	4	3	-3	nt
O=C(c1ccc(F)cc1)N1CCCCN2[C@H](CO)[C@@H](c3ccc(/C=C/c4ccccc4)cc3)[C@@H]2C1	1	0.2	1	-26	-5	-1	2	-2[16.7 µM]
NC(=S)NC1CCS(=O)(=O)C1 (stereo not given)	nt	0.0	nt	3	8	nt	0	nt
CO[C@H]1CN(C)C(=O)c2cc(NS(=O)(=O)c3cn(C)cn3)ccc2OC[C@H](C)NC[C@H]1C	nt	0.0	nt	1	1	nt	-1	nt
CO[C@@H](CN(C)S(=O)(=O)c1cccc(Cl)c1)[C@@H](C)CN([C@H](C)CO)S(=O)(=O)c1ccc(Cl)cc1	-15	0.0	-1	4	-49	2	-3	nt
CC1=CN2C(=NC(=O)CC2(C)C(=O)N(CC(=O)NC2CCCC2)Cc2ccccc2)C=C1 (stereo not given)	13	0.0	-2	-4	0	1	3	-2
COC(=O)c1ccc2[nH]c(C3(O)CCCCC3)c(C)c2c1	-5	nt	-2	-63	-5	-10	-4	-4
O=C(Cn1cnc2ccccc2c1=O)NC1CCCc2ccccc21 (stereo not given)	-3	nt	-2	nt	5	0	nt	3
CC(C)CC(=O)Nc1ccc(Nc2ccccc2)cc1	8	nt	2	nt	-2	-1	nt	1
CCNc1nc(NC(C)C)nc(Nn2cnnc2)n1	7	nt	2	nt	14	-1	nt	-4
CC(C)c1nc(CN2CCCCC2)cc(=O)[nH]1	nt	nt	nt	-4	7	nt	-4	-3

A second format for part of the listing above.
Screens in order – RAD54 inh	E-sel inducer	PglD DTNB	RAD52 inh	PGC1a acetyl inh	Cneo AK release	ERAP1 HTS inh	miR-122 sensor
- Cc1cc(C)n(CC(=O)N/N=C/c2ccccn2)n1
    0	2.8	-1	nt	nt	8	nt	nt
- COc1ccc(NC(=O)CC2Oc3ccccc3NC2=O)c(OC)c1 (stereo not given)
    -7	-0.3	-5	-8	0	1	-2	-5

Later entries.
molecule	RAD54 inh	E-sel inducer	PglD DTNB	RAD52 inh	PGC1a acetyl inh	Cneo AK release	ERAP1 HTS inh	miR-122 sensor
O=C(NC[C@H]1[C@@H](c2ccccc2)[C@H](CO)N1C(=O)C1CCC1)NC1CCCC1	0	0.1	-2	nt	-10	-1	nt	7[16.7 µM]
COc1cc(C)ccc1S(=O)(=O)NC(=O)C1(C)CCN1C(=O)c1ccc(C2CCCCC2)cc1 (stereo not given)	6	0.1	-1	-9	-12	0	10	2
COc1ccc(C#Cc2ccc([C@@H]3[C@H](CO)N4C(=O)CN(C(=O)NC(C)C)C[C@@H]34)cc2)cc1	nt	-0.1	nt	11	9	nt	1	nt
COc1cccc(CC(=O)OCC(=O)NNC(=O)c2ccc(Br)cc2)c1	7	-0.7	2	-27	8	0	-3	6
CCC1(CCC(C)C)SC(N)=NC1=O (stereo not given)	-14	0.2	-1	-14	23	0	0	-7
CS(=O)(=O)Nc1ccc2c(c1)[C@H]1C[C@H](CC(=O)N3CCOCC3)O[C@@H](CO)[C@H]1O2	-1	-0.1	8	5	-29	-7	4	7[16.7 µM]
COc1ccc(N/N=C2/CCCCC2=O)cc1	-9	nt	-2	nt	15	0	nt	3
COC(=O)N/N=C/C1=CCC2CC1C2(C)C (stereo not given)	1	nt	5	-7	-2	1	0	0
C[C@@H]1CCCCO[C@H](CN(C)C(=O)C2CCCCC2)[C@H](C)CN([C@@H](C)CO)C(=O)c2cc(NS(=O)(=O)c3ccc(Cl)cc3)ccc2O1	-1	-0.1	-2	12	-9	-1	0	-7[16.7 µM]
NC(=O)c1nnsc1-c1ccco1	2	-0.3	0	-21	11	0	3	-9
COCCn1c(-c2ccco2)csc1=Nc1cccnc1	nt	nt	nt	-15	-2	nt	2	8
Cc1ccc([N+](=O)[O-])cc1NC(=O)CCSc1ccc(Cl)cc1	-5	nt	6	nt	15	-2	nt	-8
O=C(CC1SC(=O)N(c2ccccc2)C1=O)Nc1cccc2ccccc12 (stereo not given)	-13	nt	3	-16	4	-3	-2	-4
Cc1noc(C)c1NC(=O)Nc1cccc2c1O[C@@H](CN(C)C(=O)Nc1ccccc1)[C@@H](C)CN([C@H](C)CO)C2=O	1	1.2	-2	0	6	-3	2	2[16.7 µM]
COc1ccc(S(=O)(=O)N(C)C[C@H]2Oc3cc(C#CC4CC4)ccc3S(=O)(=O)N([C@H](C)CO)C[C@@H]2C)cc1	-10	2.2	0	23	-3	2	2	82[16.7 µM]
C[C@@H]1CN([C@H](C)CO)C(=O)Cc2cc(NC(=O)NC3CCCCC3)ccc2O[C@@H]1CN(C)S(=O)(=O)c1ccc(Cl)cc1	-6	0.5	4	12	1	-5	1	-8[16.7 µM]
CCNC(=O)NC1(C(=O)Nc2ccc3c(c2)CCC3)CCCCC1	-17	nt	1	nt	-5	-1	nt	-3
Cc1cncc(N2CCN(c3ccccn3)CC2)n1	-9	0.9	1	-14	2	2	1	-3
O=C(NCCCc1ccccc1)C1CCN(c2nnc(-n3cccc3)s2)CC1	-3	-0.1	nt	-15	-2	-4	1	-3
Cc1cc(C)cc(NC(=O)c2ccc(CNc3c(N4CCOCC4)c(=O)c3=O)cc2)c1	8	0.8	-2	-18	-13	-1	4	-3
Cc1ccc(C)c(CN2CCSCC2)c1	-1	2.3	-4	-21	5	0	0	-2
CNC(=O)/C(C#N)=C1\SC(Cc2ccc(F)cc2)C(=O)N1c1ccccc1C (stereo not given)	3	-0.5	2	-3	-3	0	2	-2
CCOC(=O)c1cc(-c2ccccc2C)nn1Cc1cc(CC)no1	4	0.0	7	-5	-18	-12	0	-4
Cc1cccc(C)c1NC(=O)CCS(=O)(=O)c1ccc(Br)cc1	11	-0.4	-3	-27	8	-1	-2	-11
Cc1ccc2nc(-c3cccc(Br)c3)c(Cc3ccccn3)n2c1	0	0.8	-3	-74	4	0	0	-5
CC(C)CC(NS(=O)(=O)c1ccc2c(c1)oc(=O)n2C)C(=O)NC1CCCc2ccccc21 (stereo not given)	-4	0.2	4	-12	-2	0	-6	-1
COc1ccc2[nH]c(=O)c(CN(Cc3cccs3)Cc3nnnn3C(C)(C)C)cc2c1	-5	nt	-1	nt	-17	0	nt	-1
O=C(COc1ccc([N+](=O)[O-])cc1)Nc1cccnc1	nt	nt	nt	0	4	nt	5	2
O=C(CC1SCCNC1=O)NCc1ccccc1 (stereo not given)	2	-1.0	nt	-19	0	-3	-1	-7
COc1ccc(OCC(O)CNCCNc2nccc(C(F)(F)F)n2)cc1 (stereo not given)	-2	2.9	5	-16	7	-2	5	13
N#Cc1c(C(F)(F)F)cc(-c2cccs2)nc1SCc1cccnc1	2	nt	-2	nt	-2	-1	nt	nt
